Assay outcomes: PubChem BioAssay, several laboratories
P. falciparum M1AAP – P. falciparum M1AAP inhibitors, biochemical, fluorogenic H-Leu-NHMec substrate, 1536-well (AID 1445). recombinant M1AAP, H-Leu-NHMec fluorogenic kinetic assay; higher % means a stronger effect. inhibition, % at 30 µM; hits with a dose series show IC50 in µM. hit rate 0.42% among 220,000;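 active = primary inhibition above the hit cutoff, then over 50% inhibition at one or more dose response concentrations, cut at about 23% in these data, passing the limit was not always enough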;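 also: plate controls were DMSO full reaction for no effect and no enzyme background for full effect; strong numbers were not always called active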
Siah-1 displacement – blockers of Siah-1 interaction with plectin peptide – biochemical, fluorescence polarization, rhodamine-plectin, uHTS, primary screen (AID 1817). Siah-1 / rhodamine-plectin peptide fluorescence polarization; higher % means a stronger effect. displacement, % at 20 µM; hits with a dose series show IC50 in µM. hit rate 0.02% among 290,000;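 active = displacement of at least 50% at 20 µM, with a fluorescence ratio check between 0.3 and a set limit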;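 also: plate controls were Siah plus tracer with DMSO for no effect and tracer alone without Siah for full effect; strong numbers were not always called active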
Dynein transport – blocks dynein driven cargo transport along microtubules | 3617.4 mouse cells, GR-EGFP nuclear translocation imaging; test concentration mostly 20 µM; stimulated with dexamethasone, 1 µM; stronger effect = lower value | z-score, hits read low | hit rate 0.47% among 220,000 | AID 1381;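 active = plate z-score of nuclear minus cytoplasmic receptor signal below a set negative limit, without overly bright fluorescence or cell loss, cut at about -3.5 in these data, passing the limit was not always enough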;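 also: z-score of nuclear minus cytoplasmic ring GR-EGFP intensity difference per well; some compounds called inactive have numbers as strong as hits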
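medium = tetracycline-free induction medium containing charcoal-stripped FBS | probe or stimulus = dexamethasone, 1.0 µM final | timing = 48 h induction, then 1 h compound, then 30 min agonist, 37 °C | detection = automated 10x imaging of fixed Hoechst-stained cells | read-out basis = nuclear versus cytoplasmic GR-EGFP signal, averaged per well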
AID2073 – inhibitors of Mint1-CaV2.2 protein interaction, biochemical, HTRF (AID 2073); hit rate 0.19% among 290,000; HTRF protein-protein interaction, Mint1-CaV2.2; higher % means a stronger effect; inhibition, % at 20 µM; hits with a dose series show IC50 in µM; in the data active = inhibition mostly above about 51%, no sharp cut-off; also: some results filed as inactive read as strong as hits
PMI inhibitors – MPI enzyme activity inhibition – biochemical, fluorescence intensity, coupled assay, primary screen (AID 1209) | purified PMI enzyme, coupled fluorescence intensity; higher % means a stronger effect | inhibition, % at 20 µM, or IC50 in µM where a hit was titrated | hit rate 0.42% among 190,000;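 also: plate controls were DMSO vehicle for no effect and wells lacking substrate for full effect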
XIAP displacement – XIAP antagonists, biochemical, IAP family, fluorescence polarization (AID 1018) | XIAP BIR domain, fluorescence polarization peptide displacement; higher % means a stronger effect | displacement, % at 20 µM; hits with a dose series show IC50 in µM | hit rate 0.007% among 200,000; in the data active = displacement above about 50%; also: a part of the inactive calls stands beside numbers as strong as those of hits
M17LAP inhibition – P. falciparum M17LAP inhibitors, primary screen, biochemical, fluorogenic H-Leu-NHMec substrate, 1536-well (AID 1619); recombinant M17LAP, H-Leu-NHMec fluorogenic kinetic assay; higher % means a stronger effect; one-dose inhibition, % at 30 µM; IC50 in µM for titrated hits; hit rate 0.38% among 220,000;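 active = compound inhibiting the enzyme by more than half at any dose during confirmatory dose-response retesting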;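 also: plate controls were full reaction with DMSO carrier for no effect and no enzyme background for full effect; strong numbers were not always called active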
LYP phosphatase – inhibitors of LYP phosphatase, biochemical, fluorescence intensity, uHTS (AID 1779); inhibition, % at 11.5 µM, or IC50 in µM where a hit was titrated; recombinant LYP phosphatase, fluorescence intensity; higher % means a stronger effect; hit rate 0.054% among 290,000;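 also: plate controls were vehicle with enzyme for no effect and no enzyme for full effect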
human PMI inhibitors – MPI inhibition at elevated mannose 6-phosphate – biochemical, fluorescence intensity, high mannose 6-phosphate, primary screen (AID 1220); recombinant PMI enzyme, coupled fluorescence intensity; higher % means a stronger effect; hit rate 0.66% among 190,000; inhibition, % at 20 µM; hits with a dose series show IC50 in µM
Dynein transport cytoplasmic EGFP – recorded beside Dynein transport, whose call it bears; z-score; measured here: cytoplasmic GR-EGFP intensity; stronger effect = higher value
Dynein transport nuclear GR-EGFP – also measured in Dynein transport; calls as there; z-score; measured here: nuclear GR-EGFP intensity;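 lower value marks the stronger effect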
Dynein transport cell count – further read-out of Dynein transport, marked with its call; z-score; measured here: cell count per field
* marks the source's active call; other numbers are inactive results; x = no result given. Rule as the data show it, unless noted: active = inhibition above about 50%; inactive = the rest.

SMILES | Dynein transport nuclear GR-EGFP | P. falciparum M1AAP | Siah-1 displacement | XIAP displacement | M17LAP inhibition | Dynein transport cell count | PMI inhibitors | AID2073 | human PMI inhibitors | Dynein transport | Dynein transport cytoplasmic EGFP | LYP phosphatase
CCc1ccc(N(C(=O)c2csnn2)C(C(=O)NC(C)(C)C)c2cccnc2)cc1 (stereo unspecified) | 0.083 | 6% | -6% | -2.3% | 4% | -0.46 | 0% | -8% | -8% | 0.41 | -0.16 | -5%
CN(C)S(=O)(=O)N1CCC(C(=O)O)(c2ccccc2)CC1 | 0.22 | 5% | -2% | -3.9% | -5% | -0.54 | -1% | 7% | 1% | -0.17 | -0.17 | -7%
O=C(NCCCN1CCN(C2CCCCC2)CC1)Nc1ccccc1C(F)(F)F | 0.67 | -3% | 8% | -6.9% | -1% | -0.92 | 10% | 0% | 9% | 1.2 | -0.27 | -8%
CC1(C)CC(=O)CC2(C1)NCC(c1ccccc1Cl)c1c2[nH]c2ccccc12 (stereo unspecified) | -0.4 | -2% | 0% | -6.4% | 4% | 0.1 | -2% | 0% | 0% | -0.84 | 0.37 | -4%
CCN(CC)CCNC(=O)c1c(O)c2c([nH]c1=O)CCCC2 | 0.34 | 3% | 2% | -5.3% | 5% | -0.81 | -4% | -16% | 16% | -0.055 | -0.11 | -4%
COc1cccc(NC(=O)c2ccc3c(SCC(=O)O)c4c(nc3c2)CCCC4)c1 | -0.22 | -9% | 12% | -1.6% | 1% | 0.65 | -4% | 13% | 2% | -0.15 | -0.35 | -1%
Cc1csc(C(=O)O)c1NC(=O)c1cccc([N+](=O)[O-])c1 | 0.25 | 6% | 0% | -8.4% | 5% | 0.43 | -9% | -8% | -9% | -0.6 | -0.26 | -11%
CCC1(C(=O)OC)NC(c2ccco2)C2C(=O)N(c3ccc(C)cc3)C(=O)C21 (stereo unspecified) | -0.097 | 4% | 1% | -1.8% | 7% | 0.038 | -8% | 2% | 9% | 0.1 | -0.19 | -6%
CCO[C@@H]1OC(C(=O)N2CCN(C)CC2)=C[C@H](C2CCCCC2)[C@H]1CCCO | -0.17 | -1% | 5% | -1.0% | -4% | 0.23 | 10% | -3% | -1% | -0.83 | -0.29 | -4%
Cc1cc2cc(CNS(=O)(=O)c3ccc4ccccc4c3)ccc2n1C | -0.019 | 3% | 20% | -4.2% | 2% | 0.037 | -1% | -4% | -22% | -0.35 | 0.63 | 1%
Cc1cccc(OCC(=O)N/N=C/c2ccccc2C(=O)O)c1 | 0.35 | 3% | 1% | -3.7% | 21% | -0.37 | 3% | 2% | 5% | 1.5 | -0.23 | -2%
CSc1nnc(-c2cc3ccccc3cc2O)n1C | -0.39 | 7% | 2% | -3.5% | -60% | 1.1 | 6% | 11% | 21% | -0.51 | -0.39 | 3%
CC1CCCN(C(=O)c2cccc(S(=O)(=O)Nc3cc(C(F)(F)F)ccc3Cl)c2)C1 (stereo unspecified) | 0.9 | 15% | 3% | 14% | 7% | -0.31 | -2% | 7% | -2% | 1.1 | -0.22 | -4%
CCOc1ccccc1NC(=S)N(Cc1cc2ccc(C)cc2[nH]c1=O)CC1CCCN1CC (stereo unspecified) | 0.012 | 1% | -8% | 1.1% | 7% | -0.43 | -1% | -8% | -12% | 0.088 | -0.24 | 4%
CCS(=O)(=O)N1CCN(C(=O)c2cccs2)CC1 | -0.24 | -2% | -2% | -4.6% | -1% | 0.02 | 12% | 2% | 9% | -0.58 | -0.38 | -4%
COc1ccc2nc(NC(=O)C(NS(=O)(=O)c3cccs3)C(C)C)sc2c1 (stereo unspecified) | 1.7 | 1% | -2% | -6.2% | 3% | -2.1 | 18% | 8% | 14% | 2 | 0.71 | 6%
Brc1ccc2c(c1)C(c1cccs1)=NNC(c1cccnc1)=N2 | 0.53 | -3% | 6% | -3.1% | -9% | 0.55 | -6% | -3% | -15% | 0.46 | -0.11 | -4%
CCOC(=O)CSC1=C(C#N)C(c2ccc(F)cc2)C(C(C)=O)=C(C)N1 (stereo unspecified) | 0.3 | 4% | -3% | -3.1% | -9% | -0.33 | -6% | -4% | 5% | 0.22 | -0.21 | -4%
COc1ccc(C(C(O)C(=O)c2c[nH]c3ccccc23)N2CCN(c3ccc(OC)cc3)CC2)cc1 (stereo unspecified) | -0.78 | 1% | -1% | -7.7% | 3% | 1.5 | 8% | -13% | 6% | -1.1 | 0.16 | -6%
COc1cc(C(=O)NCCC(=O)NCCN2CCCCCC2)cc(OC)c1OC | 1.1 | 6% | 3% | 0.5% | -6% | 0.069 | 1% | -8% | -1% | 1.2 | -0.18 | -3%
O=C(COc1ccccc1Cc1ccccc1)NCCCN1CCOCC1 | -0.67 | -2% | 5% | x | 7% | 0.51 | x | 10% | x | -0.68 | -0.8 | -6%
COc1ccccc1OCCCCOc1ccccc1C(C)=O | -0.088 | 6% | -4% | -2.0% | 20% | 0.27 | 19% | 3% | 9% | -0.5 | -0.067 | -5%
COc1ccc(S(=O)(=O)N2CCN(C(=O)c3cccs3)CC2)cc1 | -0.35 | -3% | -1% | -4.0% | -2% | 1.2 | -11% | -2% | -1% | -1.1 | 0.052 | -7%
Cc1cc(C)n(C(=O)Cc2cn3ccsc3n2)n1 | -0.19 | 3% | 1% | -4.5% | 5% | 1.3 | 3% | -2% | 2% | -0.7 | -0.24 | -11%
O=C1c2cccc3cccc(c23)C(=O)N1OS(=O)(=O)c1ccc(Br)cc1 | -0.41 | 5% | -3% | -9.4% | -9% | 0.8 | 22% | -1% | 21% | -1.3 | -0.035 | -4%
COc1ccccc1C/C(N)=N/O | -0.72 | 4% | -1% | 2.9% | -2% | 1.1 | 4% | 1% | 2% | -0.8 | -0.32 | -15%
O=C(Cc1ccc(O)cc1)NCCNC(=S)NCc1ccccc1 | 0.066 | 9% | -2% | x | 0% | -0.8 | x | -16% | x | 0.56 | -0.2 | -10%
Cc1cc(CNC(=O)COc2ccccc2F)c2ccccc2n1 | -0.36 | 2% | -10% | -7.0% | 5% | 0.91 | -10% | 3% | 0% | -0.7 | -0.3 | 2%
O=C(CSc1nnc(COc2ccc(Cl)cc2)o1)N1c2ccccc2CCc2ccccc21 | 0.089 | 2% | 5% | -4.0% | -1% | -0.48 | 14% | -8% | 12% | -0.3 | 0.08 | -3%
C=CCSC1=N/C(=C\c2ccsc2)C(=O)S1 | -0.45 | 0% | 10% | -3.2% | 26% | 0.79 | -2% | 10% | 0% | -0.94 | -0.024 | -1%
O=C(/C=C/c1ccc(Cl)c([N+](=O)[O-])c1)c1cccnc1 | 1.4 | -2% | 0% | -0.4% | -2% | -0.87 | -10% | -5% | -15% | 1.4 | 0.035 | -10%
COCCn1c(=O)[nH]c2cc(C(=O)NC3CCCCCC3)ccc2c1=O | 0.51 | 7% | 2% | -1.4% | -9% | 0.24 | 10% | 2% | 15% | 0.78 | -0.23 | 0%
COc1ccc2c(c1)c(=O)oc1cc(O)ccc12 | -0.17 | 2% | 6% | -1.1% | -5% | 0.59 | -7% | 26% | -13% | -0.51 | -0.29 | -4%
O=C(CSc1nc2ccc([N+](=O)[O-])cc2[nH]1)NC1CCCCC1 | -0.29 | 12% | 0% | -1.0% | 9% | 0.4 | -2% | 1% | -1% | -0.41 | -0.21 | 0%
COc1cccc(C2C3=C(N=c4s/c(=C\c5ccc(O)cc5)c(=O)n42)c2ccccc2CC3)c1OC (stereo unspecified) | 0.22 | 8% | 9% | -5.2% | 13% | 1.2 | 17% | 6% | 21% | -0.15 | 1 | 0%
COc1ccccc1NC(=O)c1oc2ccccc2c1NC(=O)c1ccco1 | 0.73 | 3% | 0% | -1.2% | -6% | -1.3 | 27% | 20% | 16% | 1.6 | -0.26 | 2%
NC1=NC2(CCCCC2)n2c(nc3ccccc32)N1 | -0.19 | 5% | -2% | -2.2% | -8% | -0.08 | 9% | 9% | 8% | -0.51 | -0.26 | 0%
O=C(Cc1ccc(Cl)cc1)Nc1ccc(N2CCCC2)cc1 | -0.12 | 4% | -8% | -4.0% | 17% | 0.85 | 3% | -32% | -4% | -0.59 | 0.36 | -4%
Cc1ccc(NC(=O)COC(=O)c2ccc3c(c2)OCCO3)cc1S(=O)(=O)N1CCOCC1 | -0.12 | 0% | 0% | -0.5% | 4% | 0.23 | -3% | 11% | -2% | -0.46 | -0.17 | -3%
Cc1cccc(Nc2nc(N3CCN(C)CC3)nc(N)c2[N+](=O)[O-])c1 | -0.19 | 10% | -8% | -8.4% | 6% | 0.017 | 17% | 3% | 6% | -0.27 | 0.75 | -5%

Single records, as listed above:
`CN(C)S(=O)(=O)N1CCC(C(=O)O)(c2ccccc2)CC1` across the screens: Dynein transport nuclear GR-EGFP: 0.22; P. falciparum M1AAP: 5%; Siah-1 displacement: -2%; XIAP displacement: -3.9%; M17LAP inhibition: -5%; Dynein transport cell count: -0.54; PMI inhibitors: -1%; AID2073: 7%; human PMI inhibitors: 1%; Dynein transport: -0.17; Dynein transport cytoplasmic EGFP: -0.17; LYP phosphatase: -7%
`Cc1csc(C(=O)O)c1NC(=O)c1cccc([N+](=O)[O-])c1` across the screens: Dynein transport nuclear GR-EGFP: 0.25; P. falciparum M1AAP: 6%; Siah-1 displacement: 0%; XIAP displacement: -8.4%; M17LAP inhibition: 5%; Dynein transport cell count: 0.43; PMI inhibitors: -9%; AID2073: -8%; human PMI inhibitors: -9%; Dynein transport: -0.6; Dynein transport cytoplasmic EGFP: -0.26; LYP phosphatase: -11%
`Cc1cccc(OCC(=O)N/N=C/c2ccccc2C(=O)O)c1` across the screens: Dynein transport nuclear GR-EGFP: 0.35; P. falciparum M1AAP: 3%; Siah-1 displacement: 1%; XIAP displacement: -3.7%; M17LAP inhibition: 21%; Dynein transport cell count: -0.37; PMI inhibitors: 3%; AID2073: 2%; human PMI inhibitors: 5%; Dynein transport: 1.5; Dynein transport cytoplasmic EGFP: -0.23; LYP phosphatase: -2%

Part of the list above, reduced to P. falciparum M1AAP.
structure	P. falciparum M1AAP
COc1cccc(C2C3=C(N=c4s/c(=C\c5ccc(O)cc5)c(=O)n42)c2ccccc2CC3)c1OC (stereo unspecified)	8%
COc1ccccc1NC(=O)c1oc2ccccc2c1NC(=O)c1ccco1	3%
